HepG2 tox – kills HepG2 cells in TGF-b inhibitor counter-screen; HepG2 CAGA-GFP viability, ATP luminescence, 18 h; Potency, µM (titrated, usually from 46.1 µM), for inactives: at the highest dose activity change, negative = cytotoxicity, most hits filed as cytotoxic; 410,000 compounds, 0.76% hits; note: some results filed as inactive show a strong effect at the top dose
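CellTiter-Glo luminescence gave cytotoxicity after 18 hours at 37 degrees C. The cells were HepG2 CAGA-GFP in 1% FBS DMEM, stimulated with 500 pg/mL TGF-beta after compound addition. %Activity was normalised to no-cell wells (complete cell-killing) and DMSO (no toxicity), and curves were fitted and classified.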
Nrf2 ARE act – activators of Nrf2 (ARE) signaling | AREc32 ARE-luciferase reporter (MCF7-derived line), luminescence, 24 h | Potency, µM (top dose mostly 46.1 µM), without a hit: top-dose activation, usual class: activators | 410,000 compounds, 0.31% hits | AID 624171; note: % of control where 0% means no effect; nearly all actives have a fitted effect of over 65% in size
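Reporter line AREc32 (ARE-Fluc), seeded overnight in OPTI-MEM with 5% FBS; compound pin-transferred, 24 hr at 37 deg C, 5% CO2; luminescent read-out.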
A549 tox – counter-screen for Nrf2 inhibitors: cytotoxicity in A549 cells. A549 ARE-Fluc cells, CellTiter-Fluor viability, 18-24 h. Potency, µM (titrated, usually from 46 µM), without a hit: at the top dose activity change, negative = cytotoxicity, actives largely listed as inhibitors. 390,000 compounds, 0.16% hits; note: % is set by controls: 0 for no effect and ±100 for the full control effect
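A549 ARE-Fluc cells in 5% FBS OPTI-MEM, 5000 cells/well, rested 2 h then exposed to compounds in concentration-response for 18-24 h at 37 °C. Viability by CellTiter-Fluor fluorescence (Ex 405/Em 525) after 30 min; luciferase luminescence (BugLite, 15 min, RT) read afterwards.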
ATXN viability – cell viability loss in ATXN counter-screen; 400,000 compounds, 0.49% hits; S2 cells (HEK-293 line with an ATXN2-luciferase reporter) viability, CellTiter-Fluor protease fluorescence, 24 h; Potency, µM (titrated, usually from 56.7 µM), actives largely listed as cytotoxic; AID 651635; note: nearly all actives have a fitted effect of over 40% in size
MCF10A rereplic – induces DNA re-replication in MCF 10a normal breast cells. MCF 10A DNA re-replication, Hoechst nuclear intensity, 48 h. Potency, µM (doses to about 46.1 µM), for inactives: at the highest dose activity, positive = re-replication, usual class: activators. 350,000 compounds, 2.9% hits. AID 624296; note: % of control where 0% means no effect; nearly all actives have a fitted effect of over 50% in size
Nrf2 block – Nrf2 pathway inhibition; A549 ARE-Fluc reporter, luciferase luminescence, 18-24 h; Potency, µM (series often up to 46 µM), inactives show at the highest dose activity change, negative = inhibition, actives largely listed as inhibitors; 360,000 compounds, 2.1% hits; AID 504444; note: % is set by controls: 0 for no effect and ±100 for the full control effect; nearly all actives have a fitted effect of over 60% in size
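Nrf2 function is reported as luminescence of an ARE-controlled luciferase in A549 cells. Compounds were tested at several concentrations, and a CellTiter-Fluor read on the same wells flagged cytotoxicity.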
TGFb inhibitor – TGF-b pathway inhibition. AID 588855. Potency, µM (series often up to 46.1 µM), for the others: at the highest dose activity, negative = inhibition, usual class: inhibitors. 410,000 compounds, 1.2% hits. HepG2 CAGA-GFP TGF-b/SMAD3 reporter, GFP fluorescence, 18 h; TGF-beta stimulated, 500 pg/mL final; note: % is set by controls: 0 for no effect and ±100 for the full control effect; nearly all actives have a fitted effect of over 65% in size
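HEPG2 CAGA-GFP cells (1000/well, DMEM with 1% FBS) were pre-incubated 2 h at 37 degrees C, given compound by pin tool, then stimulated with TGF-beta at 500 pg/mL final for 18 h before per-cell GFP fluorescence imaging.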
EPAC2 antagonist – antagonists of human EPAC2; 360,000 compounds, 0.18% hits; Q8WZA2; EPAC2 GEF exchange of Rap1B-BODIPY-GDP, fluorescence; AID 720708; Potency, µM (highest dose often 114 µM), for the others: top-dose activity, negative = inhibition, hits mostly inhibitors; note: % is set by controls: 0 for no effect and ±100 for the full control effect; nearly all actives have a fitted effect of over 45% in size; many of its hits are not listed in these tables
Target sequence (Q8WZA2 whole entry, looked up): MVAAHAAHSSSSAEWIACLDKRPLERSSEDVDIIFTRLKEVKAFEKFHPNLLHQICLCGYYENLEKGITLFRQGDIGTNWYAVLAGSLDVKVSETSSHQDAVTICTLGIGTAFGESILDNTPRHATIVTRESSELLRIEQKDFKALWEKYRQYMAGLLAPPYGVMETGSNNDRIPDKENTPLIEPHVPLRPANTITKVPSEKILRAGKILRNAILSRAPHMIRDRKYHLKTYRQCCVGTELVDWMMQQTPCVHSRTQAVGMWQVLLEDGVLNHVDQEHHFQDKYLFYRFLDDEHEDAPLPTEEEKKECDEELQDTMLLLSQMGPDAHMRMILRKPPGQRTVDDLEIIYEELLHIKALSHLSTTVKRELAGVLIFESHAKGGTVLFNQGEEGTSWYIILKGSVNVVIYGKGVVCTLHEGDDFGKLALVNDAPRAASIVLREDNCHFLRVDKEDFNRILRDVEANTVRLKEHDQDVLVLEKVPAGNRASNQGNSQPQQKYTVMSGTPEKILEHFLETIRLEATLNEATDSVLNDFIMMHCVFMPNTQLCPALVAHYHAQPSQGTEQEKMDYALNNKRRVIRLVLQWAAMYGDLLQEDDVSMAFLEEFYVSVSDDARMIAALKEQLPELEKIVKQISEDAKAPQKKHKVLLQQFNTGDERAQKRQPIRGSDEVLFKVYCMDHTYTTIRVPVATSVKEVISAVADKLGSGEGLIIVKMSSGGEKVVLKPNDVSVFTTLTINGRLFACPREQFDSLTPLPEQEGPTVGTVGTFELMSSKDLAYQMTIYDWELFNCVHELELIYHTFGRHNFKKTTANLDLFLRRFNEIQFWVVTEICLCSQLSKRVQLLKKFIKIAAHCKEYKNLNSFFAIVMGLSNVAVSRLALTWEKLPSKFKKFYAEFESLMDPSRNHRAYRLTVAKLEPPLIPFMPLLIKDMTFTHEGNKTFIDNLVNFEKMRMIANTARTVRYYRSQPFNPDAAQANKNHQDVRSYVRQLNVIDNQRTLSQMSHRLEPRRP
ATXN2 expr inh – inhibitors of ATXN2 expression. HEK-293 ATXN2-luciferase reporter, luminescence, 24 h. Potency, µM (doses to about 57 µM), without a hit: top-dose activity change, negative = inhibition, actives largely listed as inhibitors. 360,000 compounds, 0.72% hits; note: % is set by controls: 0 for no effect and ±100 for the full control effect; nearly all actives have a fitted effect of over 55% in size
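qHTS (up to 57 uM final) was run with 24 h compound exposure of reporter cells at 37 °C. Each well was multiplexed: SteadyGlo luminescence measured ATXN2-luciferase expression after a fluorogenic Gly-Phe-AFC viability readout (25 uM final).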
Numbers without * were called inactive; i = inactive; ? = inconclusive; · = not tested or not shown; [ ] = another dose, or the depositor's remark. Calls come from the whole dose curve; as a rule, active = well fitted curve in the direction sought with a large enough effect; inconclusive = small, poorly fitted or top-dose-only effect, or another doubt; inactive = no such curve, though single readings can be large; an effect the other way counts as inactive or inconclusive. Potency is the fitted concentration of half-maximal effect.

Letter code – A = HepG2 tox; B = Nrf2 ARE act; C = A549 tox; D = ATXN viability; E = MCF10A rereplic; F = Nrf2 block; G = TGFb inhibitor; H = EPAC2 antagonist; I = ATXN2 expr inh
C[C@H](CO)N1C[C@H](C)[C@H](CN(C)S(=O)(=O)c2ccccc2C#N)OCc2cnnn2CCCC1=O
  A = -2%	B = -0.5%	C = ·	D = i	E = ·	F = ·	G = 3%	H = -3%	I = -3%
Cc1ccc(NC(=O)N2CCCC2)cc1Cl
  A = -65%	B = 1.8%	C = 1%	D = i	E = -4%	F = 0%	G = ?	H = 3%	I = 10%
CCS(=O)(=O)N1CCN(S(=O)(=O)c2ccc(F)cc2)CC1
  A = -11%	B = -0.7%	C = 12%	D = i	E = 6%	F = 6%	G = 0%	H = -3%	I = -9%
Cc1ccccc1NC(=O)CN(c1ccc(Cl)cc1Cl)S(=O)(=O)c1ccccc1
  A = -13%	B = 5.1%	C = -11%	D = ?	E = ·	F = ?	G = ?	H = ·	I = -25%
COc1ccc(CCNC(=O)CCc2ccc(S(=O)(=O)NC(C)C)cc2)cc1OC
  A = 2%	B = -0.4%	C = -4%	D = ?	E = -6%	F = 13%	G = -17%	H = 29%	I = 1%
c1cncc(CSc2nnc3ccc(-c4ccncc4)nn23)c1
  A = -5%	B = 3.3%	C = 9%	D = i	E = 0%	F = 2%	G = -2%	H = 17%	I = 0%
CCOC(=O)N1CCN(C(=O)c2cccc(NS(=O)(=O)c3ccc(F)c(F)c3)c2)CC1
  A = 1%	B = 0.3%	C = 1%	D = i	E = -3%	F = -2%	G = ?	H = 2%	I = 5%
CC1CC(C)CN(S(=O)(=O)c2ccc(C(=O)NN3CCOCC3)cc2)C1 (configuration not stated)
  A = -4%	B = -0.2%	C = -3%	D = i	E = -1%	F = -14%	G = -4%	H = 15%[57.1 µM]	I = ·
COCCCNC(=O)Cn1nnc(-c2ccc(NC(=O)c3ccccc3OC)cc2)n1
  A = -8%	B = -0.6%	C = 1%	D = i	E = 23%	F = ?	G = 20%	H = -3%	I = 1%
O=C1Nc2ccccc2SC(c2ccccc2)C1O (configuration not stated)
  A = 3%	B = 0.7%	C = 5%	D = i	E = 10%	F = 5%	G = -5%	H = -2%	I = 3%
Fc1ccccc1NC(=S)N(CCN1CCCCCC1)Cc1cccs1
  A = 5%	B = -0.4%	C = 2%	D = i	E = 11%	F = 15%	G = 1%	H = -2%	I = 2%
Cc1ccc(S(=O)(=O)N2CCOCC2)cc1C(=O)NCc1ccc(F)cc1
  A = -2%	B = -0.7%	C = -18%	D = i	E = 16%	F = ?	G = -20%	H = -2%	I = -9%
CC(=O)c1ccc(OC(=O)CCc2nc3ccccc3s2)cc1
  A = -10%	B = 7.8%	C = 1%	D = i	E = 8%	F = 1%	G = -3%	H = 2%	I = 15%
CCOC(=O)C1CCCN(Cc2ccccc2Cl)C1 (configuration not stated)
  A = 6%	B = -0.5%	C = 22%	D = i	E = -1%	F = -13%	G = 2%	H = -1%	I = 1%
Cc1ccc2nc3c(cc(C(=O)NCCc4ccccc4)c(=N)n3CC3CCCO3)c(=O)n2c1 (configuration not stated)
  A = -13%	B = -0.8%	C = 7%	D = ·	E = 6.5µM*	F = -3%	G = 1%	H = 3%	I = -33%
CC(C)(C)NC(=O)NC(=O)COC(=O)C1=COCCO1
  A = -11%	B = -0.3%	C = -13%	D = i	E = -1%	F = -8%	G = 8%	H = -7%	I = 3%
O=C(Nc1ccccc1)c1ccccc1OCC(O)CN1C(=O)c2ccccc2S1(=O)=O (configuration not stated)
  A = -10%	B = 0.0%	C = ·	D = i	E = 5%	F = 2%	G = -8%	H = -2%	I = -14%
CC(=O)Nc1c(C(=O)N2CCCCCC2)cnn1-c1ccccc1Cl
  A = -3%	B = -0.5%	C = 1%	D = i	E = 0%	F = 5%	G = -3%	H = 7%	I = 8%
CCNc1nc(N2CCOCC2)nc(N(c2ccccc2)c2ccccc2)n1
  A = 3%	B = -0.5%	C = 11%	D = i	E = -1%	F = 2%	G = 6%	H = 17%	I = -5%
CCS(=O)(=O)N1Cc2ccccc2CC1C(=O)Nc1cccc(C)c1 (configuration not stated)
  A = -27%	B = -1.1%	C = -1%	D = i	E = 9%	F = 0%	G = -29%	H = 1%	I = ·
CC(C)(C)C(=O)Nc1ccc(S(=O)(=O)Nc2ccccn2)cc1
  A = -7%	B = 0.5%	C = 2%	D = ?	E = -1%	F = -5%	G = 10%	H = 16%	I = 13%
Cc1ccc(-n2cc(C(=O)Oc3ccc(F)cc3)c3ccccc3c2=O)cc1
  A = -16%	B = 26%	C = ?	D = ·	E = ·	F = ·	G = -18%	H = ·	I = ·
Cc1cccc(C)c1NC(=O)CN(C)C(=O)CC1OC(=O)c2ccccc21 (configuration not stated)
  A = 4%	B = 0.4%	C = 0%	D = i	E = 0%	F = -4%	G = 0%	H = 3%	I = 5%
CCCNC(=O)Cn1c(=O)cnc2ccccc21
  A = -28%	B = 0.2%	C = 9%	D = i	E = 13%	F = -6%	G = -31%	H = -12%	I = 5%
COc1ccccc1N1CCN(C(=O)c2cc3c(=O)n4cccc(C)c4nc3s2)CC1
  A = -19%	B = 1.6%	C = 16%	D = i	E = 15%	F = 18%	G = 19%	H = -28%	I = -4%
CCC(C)NC(=O)Cn1c(=O)n(-c2ccc(OC)cc2)c(=O)c2ccc(C(=O)NCc3ccc(C)cc3)cc21 (configuration not stated)
  A = 6%	B = -0.5%	C = 7%	D = i	E = 0%	F = 13%	G = -2%	H = 19%	I = -17%
COc1ccc(-c2ccc(OC)cc2C(=O)O)cc1
  A = 2%	B = 0.4%	C = -1%	D = i	E = -6%	F = 7%	G = 0%	H = 14%	I = -4%
Cn1ncc(N=Cc2ccccc2O)c1C(=O)N1CCOCC1
  A = 7%	B = -0.2%	C = 1%	D = i	E = -1%	F = -1%	G = 2%	H = 4%	I = -3%
Cc1ccccc1C(=O)NC(=S)Nc1ccc(Cc2ccncc2)cc1
  A = 11%	B = 0.1%	C = 13%	D = i	E = 6%	F = -5%	G = -9%	H = 2%	I = ?
O=C(O)C(Cc1ccccc1)n1cnnn1 (configuration not stated)
  A = -45%	B = -0.8%	C = 6%	D = i	E = -1%	F = 2%	G = 18%	H = 0%	I = -5%
CCNC(=O)NC(=O)CSc1ccc(S(=O)(=O)N2CCOCC2)cn1
  A = 4%	B = 0.0%	C = 3%	D = i	E = 3%	F = -7%	G = 14%	H = 5%	I = 10%
Nc1nonc1-n1nnc(C(=O)N/N=C/c2ccccc2Br)c1CN1CCCC1
  A = 2%	B = 2.3%	C = -4%	D = i	E = 2%	F = 7%	G = -4%	H = 0%	I = -6%
CCCc1nc2ccccc2c(C(=O)OCc2nnc(-c3cc(OC)c(OC)c(OC)c3)o2)c1CC
  A = -6%	B = 0.0%	C = -9%	D = ?	E = ?	F = ?	G = -23%	H = -4%	I = -15%
CC(O)c1nc2ccc(C(=O)O)cc2[nH]1 (configuration not stated)
  A = 5%	B = 0.1%	C = -1%	D = i	E = -10%	F = 14%	G = -16%	H = -2%	I = 0%
O=[N+]([O-])c1ccc2[nH]nc(-c3ccccc3)c2c1
  A = 1%	B = -0.6%	C = 2%	D = i	E = 9%	F = 13%	G = -19%	H = -4%	I = -20%
Cc1nc(NC2CCCCC2)c2nnn(Cc3ccccc3Cl)c2n1
  A = -20%	B = -0.7%	C = 18%	D = i	E = ?	F = ?	G = -10%	H = -11%	I = 10%
COc1ccccc1C(=O)Nc1ccncc1
  A = 5%	B = -1.9%[9.22 µM]	C = -1%	D = i	E = -12%	F = -19%	G = -6%	H = 4%	I = 3%
COCCCN1C(=O)C(CC(=O)NCCCN(C)C)CC(C(=O)N(C(C)C)C(C)C)=C1C (configuration not stated)
  A = 3%	B = -0.4%	C = ·	D = i	E = ·	F = ·	G = -1%	H = 14%	I = 5%
O=C(O)CC/C(=C/c1cccc(NC(=O)c2ccccc2Cl)c1)c1nc2ccccc2s1
  A = -13%	B = 4.0%	C = 9%	D = i	E = ?	F = -14%	G = 0%	H = -8%	I = 5%
Cc1ccc2nc(-c3cccc(Br)c3)c(Cc3ccccc3C(F)(F)F)n2c1
  A = -27%	B = 6.5%	C = ·	D = i	E = ·	F = ·	G = ?	H = ?	I = 47%[activator]
NCCCC[C@@H]1NC(=O)c2cc([N+](=O)[O-])cc(F)c2NCCCC[C@@H](C(N)=O)NC(=O)CNC1=O
  A = 2%	B = 0.4%	C = -19%	D = ?	E = 7%	F = 8%	G = 9%	H = 26%	I = 10%
Cc1ccc(-n2ncc(C(=O)NCCCN3CCN(C)CC3)c2C2CCN(C(=O)OC(C)(C)C)CC2)cc1
  A = -1%	B = 0.4%	C = 19%	D = ·	E = ·	F = ?	G = 0%	H = ·	I = ·
O=C(CCS(=O)(=O)c1ccccc1)Nc1nccs1
  A = 1%	B = 14%	C = -6%	D = ?	E = 7%	F = 3%	G = ?	H = -5%	I = 15%
CSc1ccccc1OCc1cc(C(=O)NCCn2nc(C)cc2C)no1
  A = -10%	B = 0.4%	C = 0%	D = i	E = 4%	F = ?	G = -29%	H = -4%	I = 6%
CCOc1ccc(OCC)c(NC(=O)Cn2c(C)nc3ccccc3c2=O)c1
  A = -3%	B = -0.5%	C = 1%	D = i	E = 5%	F = -4%	G = 1%	H = 7%	I = -13%

Entries from the list above that contain two or more sulfur atoms:
Letter code – A = HepG2 tox; B = Nrf2 ARE act; C = A549 tox; D = ATXN viability; E = MCF10A rereplic; F = Nrf2 block; G = TGFb inhibitor; H = EPAC2 antagonist; I = ATXN2 expr inh
CCS(=O)(=O)N1CCN(S(=O)(=O)c2ccc(F)cc2)CC1
  A = -11%	B = -0.7%	C = 12%	D = i	E = 6%	F = 6%	G = 0%	H = -3%	I = -9%
Fc1ccccc1NC(=S)N(CCN1CCCCCC1)Cc1cccs1
  A = 5%	B = -0.4%	C = 2%	D = i	E = 11%	F = 15%	G = 1%	H = -2%	I = 2%
CCNC(=O)NC(=O)CSc1ccc(S(=O)(=O)N2CCOCC2)cn1
  A = 4%	B = 0.0%	C = 3%	D = i	E = 3%	F = -7%	G = 14%	H = 5%	I = 10%
O=C(CCS(=O)(=O)c1ccccc1)Nc1nccs1
  A = 1%	B = 14%	C = -6%	D = ?	E = 7%	F = 3%	G = ?	H = -5%	I = 15%

Screening data from PubChem BioAssay.

Not all compounds are listed, so the mix of outcomes need not match the whole.
